Screens: PubChem BioAssay, several laboratories
BoNT-A LC inh2 = BoNT A light chain protease inhibition; 360,000 tested, 0.17% active; multiplex microsphere protease substrate cleavage, flow cytometry; inhibition, % at 10 µM; AID 588499; further: plate controls were buffer without enzyme for full effect and enzyme alone for no effect
Anthrax LF inh2 = inhibitors of Bacillus anthracis lethal factor protease | inhibition, % at 10 µM | P15917 | 360,000 tested, 0.12% active | AID 588501 | multiplex microsphere protease cleavage assay, LF; further: plate controls were buffer without enzyme for full effect and enzyme alone for no effect
SARS 3CLpro inh = SARS-CoV 3CLpro protease inhibition | AID 1706 | recombinant SARS-CoV 3CLpro, quenched FRET peptide cleavage | 290,000 tested, 0.14% active | inhibition, % at 6 µM | P0C6X7; in the data active means inhibition above about 12%
PfHsp40 rescue = compounds rescuing yeast from Plasmodium falciparum HSP40 toxicity | AID 504582 | S. cerevisiae expressing PfHsp40, growth rescue, ATP luminescence | growth rescue, % at 12.5 µM | 340,000 tested, 0.68% active; in the data active means growth rescue above about 28%, passing the limit was not always enough; inconclusive means no clear call, values can overlap the other calls;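 further: yeast W303a lacking pdr1 and pdr3 grown in galactose medium; growth measured after three days at 30 °C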
TcdB GH inh = TcdB glycohydrolase inhibition | 350,000 tested, 0.24% active | P18177 | inhibition, % at 9.99 µM | AID 652162 | TcdB glycohydrolase enzymatic assay, plate reader; in the data active means inhibition above about 10%
Target sequence (P18177 whole entry, looked up): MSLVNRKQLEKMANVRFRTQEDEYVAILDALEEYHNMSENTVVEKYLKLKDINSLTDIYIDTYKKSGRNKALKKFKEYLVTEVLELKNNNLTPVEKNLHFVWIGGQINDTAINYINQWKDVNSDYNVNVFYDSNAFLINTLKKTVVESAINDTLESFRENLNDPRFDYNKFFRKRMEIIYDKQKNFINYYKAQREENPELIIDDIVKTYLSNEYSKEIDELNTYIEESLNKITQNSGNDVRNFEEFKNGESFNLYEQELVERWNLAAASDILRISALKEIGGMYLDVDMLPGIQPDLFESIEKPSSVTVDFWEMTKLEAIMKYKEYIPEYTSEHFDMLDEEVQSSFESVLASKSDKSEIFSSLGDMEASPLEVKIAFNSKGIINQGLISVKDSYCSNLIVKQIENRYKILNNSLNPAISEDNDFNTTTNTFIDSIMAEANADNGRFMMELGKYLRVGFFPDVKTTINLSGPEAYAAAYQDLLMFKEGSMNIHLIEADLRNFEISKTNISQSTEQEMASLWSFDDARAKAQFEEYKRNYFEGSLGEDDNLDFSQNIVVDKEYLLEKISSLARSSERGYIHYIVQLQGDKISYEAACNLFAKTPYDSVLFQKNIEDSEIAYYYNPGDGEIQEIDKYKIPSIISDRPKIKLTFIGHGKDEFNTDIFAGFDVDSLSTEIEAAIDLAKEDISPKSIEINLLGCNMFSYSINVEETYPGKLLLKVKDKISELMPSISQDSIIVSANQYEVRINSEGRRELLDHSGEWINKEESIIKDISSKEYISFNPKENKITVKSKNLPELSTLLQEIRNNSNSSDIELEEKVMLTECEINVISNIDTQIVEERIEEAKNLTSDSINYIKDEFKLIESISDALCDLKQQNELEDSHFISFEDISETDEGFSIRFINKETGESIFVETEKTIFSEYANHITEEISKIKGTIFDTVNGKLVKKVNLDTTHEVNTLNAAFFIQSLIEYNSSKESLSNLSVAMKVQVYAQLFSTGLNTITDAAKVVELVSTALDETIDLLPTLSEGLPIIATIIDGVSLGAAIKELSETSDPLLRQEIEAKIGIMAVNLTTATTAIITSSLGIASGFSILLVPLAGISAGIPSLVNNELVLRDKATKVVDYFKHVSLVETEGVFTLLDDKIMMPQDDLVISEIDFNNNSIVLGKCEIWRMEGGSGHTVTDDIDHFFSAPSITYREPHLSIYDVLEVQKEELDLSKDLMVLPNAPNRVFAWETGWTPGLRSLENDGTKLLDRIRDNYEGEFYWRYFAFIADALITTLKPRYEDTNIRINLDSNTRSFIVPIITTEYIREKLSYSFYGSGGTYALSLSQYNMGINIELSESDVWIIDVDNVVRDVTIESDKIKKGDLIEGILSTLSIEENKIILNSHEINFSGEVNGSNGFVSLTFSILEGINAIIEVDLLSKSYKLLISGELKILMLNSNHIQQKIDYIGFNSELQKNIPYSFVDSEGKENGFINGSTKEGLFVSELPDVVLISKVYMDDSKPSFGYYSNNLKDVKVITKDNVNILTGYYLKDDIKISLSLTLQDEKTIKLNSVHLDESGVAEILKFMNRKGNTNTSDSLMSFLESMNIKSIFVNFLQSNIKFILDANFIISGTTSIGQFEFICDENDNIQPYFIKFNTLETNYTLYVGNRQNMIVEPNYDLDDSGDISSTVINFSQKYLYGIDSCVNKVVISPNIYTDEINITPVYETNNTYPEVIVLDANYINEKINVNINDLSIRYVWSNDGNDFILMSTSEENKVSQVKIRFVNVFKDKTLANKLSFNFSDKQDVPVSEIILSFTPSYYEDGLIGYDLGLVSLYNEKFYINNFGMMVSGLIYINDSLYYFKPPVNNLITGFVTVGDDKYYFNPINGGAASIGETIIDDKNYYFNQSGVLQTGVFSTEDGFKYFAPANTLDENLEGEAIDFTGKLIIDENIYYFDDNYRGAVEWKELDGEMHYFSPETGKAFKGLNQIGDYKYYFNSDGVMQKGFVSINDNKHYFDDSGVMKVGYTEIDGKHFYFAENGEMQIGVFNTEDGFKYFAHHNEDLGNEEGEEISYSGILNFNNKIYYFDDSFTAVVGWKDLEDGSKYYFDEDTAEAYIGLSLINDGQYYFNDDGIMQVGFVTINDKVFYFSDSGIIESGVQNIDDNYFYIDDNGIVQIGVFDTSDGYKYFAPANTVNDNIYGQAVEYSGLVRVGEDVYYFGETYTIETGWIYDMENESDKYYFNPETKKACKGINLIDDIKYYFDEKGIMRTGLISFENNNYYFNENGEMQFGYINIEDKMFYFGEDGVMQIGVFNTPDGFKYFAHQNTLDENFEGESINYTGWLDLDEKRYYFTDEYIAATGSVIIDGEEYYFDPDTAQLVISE
DUSP3 inh = inhibitors of human VHR1 phosphatase (DUSP3). P51452. recombinant VHR phosphatase, pNPP absorbance. inhibition, % at 13.3 µM. 290,000 tested, 0.52% active. AID 1654; in the data active means inhibition above about 50%; further: some compounds called inactive have numbers as strong as hits
Y pestis TopoI = Y. pestis Topo-I inhibition via cleavage products; activity, % at 10 µM; AID 504884; 360,000 tested, 0.064% active; Y. pestis Topo-I cleavage product accumulation, plate reader; in the data active means activity above about 50%, passing the limit was not always enough; inconclusive means no clear call, values can overlap the other calls; further: inactives centre near 2
PriA SSB inh = inhibitors of Klebsiella pneumoniae PriA binding to SSB C-terminal tail | AlphaScreen SSBct-PriA binding, biotinylated peptide | inhibition, % at 33 µM | 430,000 tested, 0.6% active; in the data active means inhibition mostly above about 37%, no sharp cut-off; inactive means mostly below about 20%;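 further: plate controls were negative control peptide for no effect and reference peptide for full effect; strong numbers were not always called active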
Vc quorum ag = induces V. cholerae light production without autoinducers; V. cholerae BH1578 lux reporter, luminescence, 6 h; activation, % at 18.7 µM; 350,000 tested, 0.16% active; in the data active means activation mostly above about 9.7%, no sharp cut-off; inconclusive means no clear call, values can overlap the other calls; inactive means mostly below about 3.7%; further: not every result past the cut was called active; inactives centre near 0; reference of the scale not given here
CCHFV vOTU inh = CCHFV vOTU protease inhibition; Pep-AMC fluorescence; inhibition, % at 11.5 µM; 370,000 tested, 0.55% active; AID 651958; in the data active means inhibition above about 30%; further: 0% = vehicle wells with enzyme and 100% = no enzyme wells
Starred values were filed as active, the others as inactive; i = inactive; ? = inconclusive; . = not tested or not shown; & = joins results of further samples. Unless noted, no stated cut-off is given here; in the data, active means inhibition above about 30%; inconclusive means no clear call, values can overlap the other calls; inactive means below that. An excerpt; count on the stated rates, not on these rows.

item	SMILES	SARS 3CLpro inh	Y pestis TopoI	PriA SSB inh	BoNT-A LC inh2	TcdB GH inh	Anthrax LF inh2	CCHFV vOTU inh	DUSP3 inh	PfHsp40 rescue	Vc quorum ag
1	CC1(C)C(=O)CCC2(C)C1=CCC1C2C(=O)CC2(C)C1CCC2(O)C(=O)CO (stereo not drawn)	.	-9.1	-14.5	-0.4	1.7	2.5	3.2	.	-1.2	i
2	Cc1ccc(C(=O)Nc2ncc([N+](=O)[O-])s2)cc1	1.2	-6.0	-1.2	?	21.3*	-8.6	3.1	-15.8	6.2	2.9
3	COc1ccc(C)cc1NC(=S)Nc1ccccc1SC	3.6	-10.1	-15.4	-0.5	2.1	-2.5	3.1	12.5	-2.4	-0.3
4	O=C(Nc1ccccc1)/C(=C1\CCCN1)[N+](=O)[O-]	0.9	4.7	0.0	-0.5	0.7	-0.5	-1.4	30.1	0.6	0.0
5	COc1ccc(-c2csc(C(C)(O)c3cccc(OC)c3)n2)cc1 (stereo not drawn)	.	6.4	.	-0.4	0.0	-5.7	2.8	.	.	-0.4
6	Nc1[nH]c2cc([N+](=O)[O-])ccc2c1-c1ccccn1	0.6	-47.3	16.9	-2.2	-0.2	-5.8	19.5	11.8	2.9	-0.3
7	CCCCNc1ncnc2sc3c(c12)CCN(CCC)C3	0.3	-0.2	-0.2	3.4	1.9	3.8	-11.8	13.3	0.3	i
8	O=C(Nc1nc2c(F)cc(F)cc2s1)c1ccc([N+](=O)[O-])o1	2.9	1.9	-5.0&-19.1	-0.8	0.5	-8.5	-7.6	29.1	0.8	i
9	COc1ccc(C2CC(=O)N3CN(c4ccc(C)c(Cl)c4)CSC3=C2C#N)cc1 (stereo not drawn)	-5.5	2.1	-6.4	-0.2	2.2	0.7	16.5	12.8	-0.9	1.1
10	Cc1cccc(NC(=O)c2ccc3c(c2)OCCO3)n1	1.6	-4.5	2.2	-0.3	.	6.2	.	16.3	0.5	i
11	NS(=O)(=O)c1ccc(NC(=O)CCc2ccccc2)cc1	-7.0	15.8	-9.9	14.2	0.4	2.3	9.9	-0.2	0.1	i
12	CCC1CCCCN1S(=O)(=O)c1ccc(NC(=O)C2CC(=O)N(C(C)(C)C)C2)cc1 (stereo not drawn)	.	1.0	-6.0	-1.9	1.4	1.1	1.9	.	-1.0	-3.2
13	Cc1cccc(C)c1NC(=O)CSc1cc(C(=O)c2nccn2C)c2ccccc2n1	-1.6	-1.1	1.4	0.4	.	-0.6	15.7	-1.6	-1.6	-0.3
14	O=C(/C=C/c1ccco1)Nc1ccc2nc3n(c(=O)c2c1)CCCC3	-10.2	0.4	0.0	-0.1	0.3	2.6	11.2	-0.5	0.9	0.6
15	CCCCNC(=O)C1CC(=O)N(CCC(C)C)C1 (stereo not drawn)	-3.1	1.1	-9.6	0.5	.	-4.9	0.9	3.6	-0.4	1.0
16	N#C/C(=C\c1cccc(Oc2ccc(C(F)(F)F)cc2[N+](=O)[O-])c1)c1nc2ccccc2[nH]1	-0.1	-12.5	-4.6	0.6	.	-1.4	4.7	39.9	-0.6	-0.9
17	COc1ccc(C)cc1NC(=O)NC(C)c1ccncc1 (stereo not drawn)	-9.7	-4.6	-13.8	-0.4	-0.5	1.1	-5.8	15.1	-0.4	-0.2
18	CCOC(=O)C(C)n1cnc2c(cnn2-c2ccc(Cl)cc2)c1=O (stereo not drawn)	-4.4	-0.2	-15.3	-0.6	.	-3.0	4.6	-14.8	0.7	i
19	CCOC(=O)c1sc(NS(=O)(=O)c2ccccc2)nc1C	-0.2	6.3	-0.6	-0.5	2.6	-1.7	-3.1	16.4	-1.5	i
20	Cn1c(C(=O)N2CCN(C(=O)c3ccco3)CC2)cc2c(=O)n3ccccc3nc21	-2.7	7.2	-1.1	0.3	.	5.4	-266.3	-8.6	-1.2	i
21	CCCC(=O)N(c1ccc(OC)cc1)C1C=CS(=O)(=O)C1 (stereo not drawn)	-4.8	4.1	-1.7	-1.2	.	-7.7	1.6	1.8	-0.7	-4.5
22	CN(CC(=O)Nc1cccc(F)c1)C(=O)COc1ccc2c(c1)CCC2	.	4.5	6.0	5.0	2.2	0.8	-3.8	.	-0.9	i
23	COc1ccc(C2/C=C\CN(S(=O)(=O)/C=C/c3ccccc3)CC(=O)N2Cc2ccc(F)cc2)cc1 (stereo not drawn)	.	39.0	-2.4	-0.5	1.4	1.3	-5.9	-7.9	5.6	-0.6
24	Cc1nn(Cc2ccccc2)c(C)c1CCC(=O)O	-0.3	-0.3	-9.3	-2.0	.	-7.1	0.3	-2.0	0.3	0.4
25	COc1ccc(-n2c(=S)[nH]c3cc(C(=O)N4CCN(c5ccccc5)CC4)ccc3c2=O)cc1	-2.7	30.4	8.1	2.5	5.2	15.7	-0.1	34.4	0.0	0.0
26	O=C(Nc1ccc(Cl)cc1)c1nc[nH]c1C(=O)NCCCCNC(=O)c1[nH]cnc1C(=O)Nc1ccc(Cl)cc1	.	2.7	-19.0	-0.6	0.9	-3.0	-8.1	.	-1.3	i
27	COc1cc2sc3ccc(C#Cc4ccc(N)cc4)cc3c(=O)c2cc1OC	.	0.4	1.9	1.0	.	5.7	-9.2	.	-1.8	-0.8
28	Cc1c(C(=O)Nc2nc3ccccc3[nH]2)oc2ccc(Br)cc12	-4.5	0.7	-8.4	-0.5	0.6	-10.6	-15.1	13.6	1.0	-0.1
29	COc1ccc(N(C)S(=O)(=O)c2cccc(C(=O)NCC3CCCO3)c2)cc1 (stereo not drawn)	-1.2	3.2	-19.9	1.5	.	3.3	0.7	14.5	-1.0	i
30	CCOc1ccc(CCNC(=O)COC(=O)c2cc(OC)cc(OC)c2)cc1OCC	-0.9	12.0	3.0	-0.5	0.7	-1.0	-0.7	-4.0	0.3	-2.9
31	CCN(CC)C(=O)c1cccc(-c2csc(C(O)c3ccc(F)cc3)n2)c1 (stereo not drawn)	.	24.4	.	-0.4	1.2	0.0	-4.4	.	.	-0.1
32	Cc1nc(SCc2ccc(OCCC(C)C)cc2)n[nH]1	4.7	11.4	4.5	0.0	0.7	-0.9	16.2	28.6	300.9*	i
33	COC(=O)C(CCC(C(=O)OC)N1C(=O)c2ccccc2C1=O)N1C(=O)c2ccccc2C1=O (stereo not drawn)	.	26.0	-2.7	-0.2	2.0	-1.2	-4.6	.	-0.9	-0.9
34	Cc1ccc(NC(=O)CNc2ccccc2N2CCCC2=O)cc1S(=O)(=O)N1CCOCC1	.	2.5	15.6	4.6	0.1	-0.4	13.4	.	0.3	i
35	CC(C)CC(=O)Nc1ccc(C(=O)COC(=O)C2CC(=O)N(Cc3ccccc3)C2)cc1 (stereo not drawn)	.	23.7	5.6	0.1	1.9	-6.1	7.1	.	-0.2	-1.9
36	CCOc1ccc(S(=O)(=O)N2CCCCC2)cc1NC(=O)CCNC(=O)c1ccco1	.	2.8	-0.4	-2.7	-0.7	0.4	-6.4	.	0.7	i
37	COc1ccc2oc(C(=O)OCC(=O)N3CCN(S(=O)(=O)c4ccc(C)cc4)CC3)c(C)c2c1	9.0	35.6	-28.3	0.1	1.1	-2.0	-5.3	23.9	1.4	3.4
38	Cc1ccc(C)c(NCC(O)c2ccccc2)c1 (stereo not drawn)	1.7	-5.3	15.0	-1.9	.	2.7	-2.0	6.0	1.2	0.0
39	CCNC(=S)Nc1ccc(OC(F)(F)F)cc1	0.0	2.1	-17.8	-0.8	2.7	-7.6	5.4	13.4	-0.2	20.7*
40	O=C(CSC1=NS(=O)(=O)c2cc(Cl)ccc2N1)Nc1ccccc1C(F)(F)F	.	2.4	2.6&-21.0	-4.4	0.2	-0.7	2.4	.	-0.2	-1.5
41	CCN1CCC(NCC2CCCCC2)CC1	-2.4	-9.3	-3.6	?	0.1	11.1	-11.5	8.5	-0.6	-0.6
42	Nc1ncnc2c1ncn2[C@@H]1O[C@H](CNCc2cccn2-c2nccs2)[C@@H](O)[C@H]1O	.	1.0	4.2	0.1	.	-1.3	.	.	0.5	i
43	CC(C)c1ccc(NC(=O)Nc2nc(C(N)CCc3ccccc3)cs2)cc1 (stereo not drawn)	.	-11.7	.	-0.9	2.3	-7.1	1.9	.	.	-5.8
44	CCC(C)[C@H]1CNC(=O)C(=O)N1CC(C)(C)C (stereo partly drawn)	.	.	.	-0.6	0.0	-11.6	-6.9	.	.	.
45	CCOC(=O)NC(=O)CSc1nnnn1-c1ccccc1	2.7	2.9	5.0	-0.3	.	4.7	4.2	-1.0	-0.7	i
46	COc1ccc(OC)c(NC(=O)CSc2nc3[nH]c(=O)cc(O)c3s2)c1	.	3.6	-11.9	0.1	1.4	-9.0	2.8	.	2.5	-0.3
47	COc1cccc(C2C(C(C)=O)=C(O)C(=O)N2Cc2ccco2)c1 (stereo not drawn)	-3.5	-3.9	1.2	-0.7	.	-1.8	-0.2	21.4	-2.4	-0.4
48	CC(=O)c1ccc(N(CC(=O)Nc2cc(C)on2)S(=O)(=O)c2ccc(C)cc2)cc1	.	4.6	0.5	-0.8	0.9	-4.4	3.2	.	-0.5	i

In the list so far, these contain a tert-butyl group.
item	SMILES	SARS 3CLpro inh	Y pestis TopoI	PriA SSB inh	BoNT-A LC inh2	TcdB GH inh	Anthrax LF inh2	CCHFV vOTU inh	DUSP3 inh	PfHsp40 rescue	Vc quorum ag
12	CCC1CCCCN1S(=O)(=O)c1ccc(NC(=O)C2CC(=O)N(C(C)(C)C)C2)cc1 (stereo not drawn)	.	1.0	-6.0	-1.9	1.4	1.1	1.9	.	-1.0	-3.2
44	CCC(C)[C@H]1CNC(=O)C(=O)N1CC(C)(C)C (stereo partly drawn)	.	.	.	-0.6	0.0	-11.6	-6.9	.	.	.

Following part:
item	SMILES	SARS 3CLpro inh	Y pestis TopoI	PriA SSB inh	BoNT-A LC inh2	TcdB GH inh	Anthrax LF inh2	CCHFV vOTU inh	DUSP3 inh	PfHsp40 rescue	Vc quorum ag
49	CN(C(=O)COC(=O)CCCc1c[nH]c2ccccc12)c1c(N)n(Cc2ccccc2)c(=O)[nH]c1=O	.	15.0	-4.4	-0.4	-3.9	-5.6	6.3	.	-1.3	-0.7
50	COc1ccccc1CCC(=O)Nc1cccc(S(=O)(=O)N2CCCC2)c1	2.4	7.0	-6.8	1.5	1.6	2.9	4.0	36.6	3.6	i
51	CNNC(=S)Nc1cccc(SC)c1	0.9	0.6	-2.8	.	-0.3	.	-11.0	32.8	-0.5	1.6
52	Cc1ccc(S(=O)(=O)CCC(=O)OCC(=O)c2cc(C)ccc2C)cc1	.	24.4	-8.6	-2.1	2.1	-6.9	-3.7	.	0.9	i
53	COc1ccc(N(CC(=O)NCc2cccnc2)S(=O)(=O)c2ccccc2[N+](=O)[O-])c(OC)c1	-4.2	2.0	-7.9	-0.4	0.8	2.3	-3.2	20.4	2.4	0.1
54	CSc1cccc(NC(=S)N(CCCN2CCCC(C)C2)Cc2cccs2)c1 (stereo not drawn)	-2.7	-11.4	12.4	-0.5	0.3	-1.5	-12.3	8.2	-0.1	-0.9
55	CC(=O)Nc1ccc(/C=N/NS(=O)(=O)c2cc(C)ccc2C)cc1	2.9	1.8	i	-1.0	0.4	-6.8	4.9	-17.0	-0.3	-0.3
56	Cc1cc(Cl)ccc1OCCCC(=O)N1CCOCC1	2.2	13.9	-35.5	-0.3	.	2.6	4.7	32.0	-0.5	-0.3
57	CCN1CCN(CC(O)COC(c2ccccc2)c2ccccc2C)CC1 (stereo not drawn)	-0.3	4.6	-2.9	-1.1	0.5	18.2	-4.4	8.6	-0.2	-0.8
58	COc1ccc(C2C(Oc3ccccc3)C(=O)N2c2cc(C)ccc2C)cc1OC (stereo not drawn)	7.1	2.7	-7.2	-1.0	.	-11.4	-11.5	37.0	2.6	i
59	O=C(NCc1cccs1)C1CCN(S(=O)(=O)N2CCCC2)CC1	1.0	5.6	-15.7	-3.4	.	-7.8	-22.3	-1.0	32.6*	-3.0
